# High-throughput results from PubChem BioAssay.
# VHR inh abs – inhibitors of human VHR1 phosphatase (DUSP3); P51452; recombinant VHR phosphatase, pNPP absorbance; inhibition, % at 13.3 µM; 0.52% of 290,000 active; AID 1654; in the data active = inhibition above about 50%; note: some compounds called inactive have numbers as strong as hits
# CCHF vOTU inh – CCHFV vOTU protease inhibition | Pep-AMC fluorescence | inhibition, % at 11.5 µM | 0.55% of 370,000 active; in the data active = inhibition above about 30%; note: 0% = vehicle wells with enzyme and 100% = no enzyme wells
# Y pestis TopoI – blocks Yersinia pestis topoisomerase I activity | Y. pestis Topo-I cleavage product accumulation, plate reader | activity, % at 10 µM | 0.064% of 360,000 active; in the data active = activity above about 50%, passing the limit was not always enough; inconclusive = no clear call, values can overlap the other calls; note: inactives centre near 2
# BoNT-A LC inh2 – inhibitors of Botulinum neurotoxin A light chain protease; multiplex microsphere protease substrate cleavage, flow cytometry; inhibition, % at 10 µM; 0.17% of 360,000 active; note: plate controls were buffer without enzyme for full effect and enzyme alone for no effect
# BH1578 lux ind – inducers of Vibrio cholerae quorum light production without autoinducers; V. cholerae BH1578 lux reporter, luminescence, 6 h; activation, % at 18.7 µM; 0.16% of 350,000 active; AID 588436; in the data active = activation mostly above about 9.7%, no sharp cut-off; inconclusive = no clear call, values can overlap the other calls; inactive = mostly below about 3.7%; note: not every result past the cut was called active; inactives centre near 0; reference of the scale not given here
# Anthrax LF inh2 – inhibitors of Bacillus anthracis lethal factor protease | P15917 | multiplex microsphere protease cleavage assay, LF | inhibition, % at 10 µM | 0.12% of 360,000 active | AID 588501; note: plate controls were buffer without enzyme for full effect and enzyme alone for no effect
# TcdB GH inh – inhibitors of Clostridioides difficile toxin B glycohydrolase; inhibition, % at 9.99 µM; 0.24% of 350,000 active; TcdB glycohydrolase enzymatic assay, plate reader; P18177; in the data active = inhibition above about 10%
# 3CLpro inhibitor – SARS-CoV 3CLpro protease inhibition; P0C6X7; recombinant SARS-CoV 3CLpro, quenched FRET peptide cleavage; inhibition, % at 6 µM; 0.14% of 290,000 active; AID 1706; in the data active = inhibition above about 12%
# PriA SSB inh – K. pneumoniae PriA-SSBct interaction inhibition | AlphaScreen SSBct-PriA binding, biotinylated peptide | inhibition, % at 33 µM | 0.6% of 430,000 active; in the data active = inhibition mostly above about 37%, no sharp cut-off; inactive = mostly below about 20%;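 note: plate controls were negative control peptide for no effect and reference peptide for full effect; strong numbers were not always called active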
# PfHsp40 yeast – compounds rescuing yeast from Plasmodium falciparum HSP40 toxicity; S. cerevisiae expressing PfHsp40, growth rescue, ATP luminescence; growth rescue, % at 12.5 µM; 0.68% of 340,000 active; AID 504582; in the data active = growth rescue above about 28%, passing the limit was not always enough; inconclusive = no clear call, values can overlap the other calls;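 note: yeast W303a lacking pdr1 and pdr3 grown in galactose medium; growth measured after three days at 30 °C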
# Starred values were filed as active, the others as inactive; i = inactive; ? = inconclusive; / = not tested or not shown; & = joins results of further samples. Cut-off read from the data, not from the text of the source, unless noted: active = inhibition above about 30%; inconclusive = no clear call, values can overlap the other calls; inactive = below that.
structure,VHR inh abs,CCHF vOTU inh,Y pestis TopoI,BoNT-A LC inh2,BH1578 lux ind,Anthrax LF inh2,TcdB GH inh,3CLpro inhibitor,PriA SSB inh,PfHsp40 yeast
Cc1cccc(C)c1NC(=O)CN(C)C(=O)[C@H](C)NC(=O)c1ccco1,/,-1.8,3.4,-1.0,i,-6.5,-0.8,/,-11.1,2.3
CCOc1cc(NC(=O)c2cccs2)c(OCC)cc1NC(=O)c1ccco1,34.5,-5.8,-9.7,0.2,-6.6,-7.1,/,2.1,-6.5,0.0
O=[N+]([O-])c1cc(F)c2cccnc2c1O,10.1,13.7,-0.2,-5.0,-1.2,-0.8,0.4,-1.4,-10.1,73.5*
COc1ccc(OC)c(NC(=O)CC2C(=O)NCCN2C(=O)c2ccccc2)c1 (stereo unspecified),-1.0,9.5,0.9,-2.6,-0.3,-7.8,-0.6,-3.9,-0.2,0.1
CN(CC(=O)NCC1CCCCC1)CC(=O)Nc1ccccc1Br,/,2.7,8.7,3.3,i,-1.0,0.5,/,-0.7,2.6
C[C@H](NC(=O)Cc1ccccc1)C(=O)N1CCC2(CC1)NCCc1[nH]cnc12,17.9,3.5,7.7,-3.3,-0.4,-1.5,0.1,1.9,0.5,0.6
O=C(Nc1ccccc1N1CCN(C(=O)c2ccccc2)CC1)c1ccc(Cl)cc1,22.3,-18.2,7.9,-0.7,0.1,-4.5,1.2,2.2,-2.2,2.2
CCN(C(=O)CN1CCCCCC1)c1c(N)n(Cc2ccccc2)c(=O)[nH]c1=O,/,-1.1,7.4,0.3,i,0.4,1.7,/,3.6,-0.4
Cc1ccc(CCNC(=O)CCc2nc3ccccc3[nH]2)cc1,7.6,-2.1,-6.2,1.9,-0.2,4.9,0.0,-0.7,-8.2,1.4
COc1cccc(CNC(=O)C2CCCN(S(=O)(=O)c3c(C)noc3/C=C/N(C)C)C2)c1 (stereo unspecified),3.7,8.1,22.6,2.7,-11.4,0.0,-2.1,-3.7,-6.6,0.4
O=C(Cc1cccs1)N1CCN(c2ccccn2)CC1,11.7,23.0,-6.2,-1.4,-12.5,-5.7,/,-5.2,-8.0,-0.2
O=C(Cn1nnc2ccccc21)c1ccc([N+](=O)[O-])cc1,3.3,8.8,-1.1,-0.4,3.2,-11.5,0.7,4.5,-0.3,-0.9
O=C(NC1CCSc2ccccc21)c1cc(S(=O)(=O)N2CCOCC2)ccc1Cl (stereo unspecified),/,-4.2,2.9,-26.7,-0.5,?,0.2,/,-11.3,-0.1
O=C(CNC(=O)c1ccco1)OCC(=O)c1ccccc1Cl,25.2,-0.2,0.4,-0.1,i,0.1,0.1,2.4,-20.7,-0.2
CC(=O)Nc1cc(-c2cccc(NS(C)(=O)=O)c2)cn2c(-c3ccccc3)cnc12,/,-4.2,23.7,0.2,i,-2.7,-0.1,/,/,/
C=CCc1cccc2cc(C(=O)Nc3cccc(C(=O)O)c3)c(=O)oc12,20.6,-13.7,/,/,/,/,0.7,-0.2,-10.6,/
CCOC(=O)c1ccc(NC(=O)CCOc2ccc(OC)cc2)cc1,20.1,10.3,7.7,1.1,/,0.8,/,-4.2,-10.6,21.4
COCCn1c(C)cc(C(=O)COC(=O)c2ccccc2Br)c1C,20.6,9.0,22.6,-1.3,-0.2,-3.0,0.1,3.8,20.5,-1.1
Cc1[nH]c2ccccc2c1/C=C(\C#N)C(=O)NCc1ccccc1,-4.8,19.7,-5.5,52.8*,-0.6,7.4,0.8,1.2,4.0,0.4
CCOc1ccc(NC(=O)C(C)Sc2nnnn2C)cc1 (stereo unspecified),3.5,-5.6,-5.7,-0.2,i,-7.7,/,-3.0,-11.5,0.5
CCN(CC)S(=O)(=O)c1ccc(C)c(NS(=O)(=O)c2cc(/C=C/C(=O)O)cc(OC)c2OC)c1,14.7,6.1,4.3,0.1,i,-4.9,1.5,-4.3,-2.2,1.6
Cn1c(C(=O)NC2CC2)cc2c(=O)n(C)c3ccccc3c21,29.4,10.9,12.1,-0.9,-0.3,2.2,-2.7,0.9,2.7,0.3
CCOC(=O)Cc1cnc(NC(=O)NC(C(=O)OCC)(c2ccccc2)C(F)(F)F)s1 (stereo unspecified),-0.2,-1.8,-6.0,-0.2,-0.3,-3.5,/,6.4,-6.5,-0.4
CCOC(=O)c1cc(C)sc1NC(=S)Nc1ccccc1,19.9,10.2,-4.1,0.0,1.3,-1.9,/,-5.4,-11.7,0.5
CC(=O)N1CCCc2cc(S(=O)(=O)N3CCCC(C)C3)ccc21 (stereo unspecified),34.4,-1.1,1.5,-1.0,i,-2.0,-0.2,-4.4,-4.6,-0.8
CCOC(=O)Cn1c(=O)oc2cc(S(=O)(=O)N(C)Cc3ccccc3)ccc21,4.8,-12.3,-5.6,0.5,-0.4,-3.7,1.0,2.1,-5.1,0.7
Cc1ccc(NC(=O)c2sccc2C)cc1S(=O)(=O)N(C)C,-2.7,-2.7,4.5,-0.5,-0.3,0.6,/,-1.5,-6.2,-0.7
CS(=O)(=O)N(CC(=O)N1CCCC1)c1ccc2c(c1)OCCO2,3.6,1.5,2.7,5.0,0.0,0.6,0.6,3.0,1.6,2.0
O=C(O)C1[C@H]2C(=O)N(Cc3cccs3)C[C@]23C=C[C@H]1O3 (stereo partly specified),23.2,-5.8,-2.8,-0.3,-0.3,-4.4,/,-3.4,-8.0,0.8
CCc1nc2c(OCC(N)=O)cccn2c1N(C)C(=O)c1cccs1,/,-0.7,5.4,-0.7,0.0,10.0,0.5,/,/,/

# In another format: two of the compounds above
CS(=O)(=O)N(CC(=O)N1CCCC1)c1ccc2c(c1)OCCO2
  VHR inh abs: 3.6	CCHF vOTU inh: 1.5	Y pestis TopoI: 2.7	BoNT-A LC inh2: 5.0	BH1578 lux ind: 0.0	Anthrax LF inh2: 0.6	TcdB GH inh: 0.6	3CLpro inhibitor: 3.0	PriA SSB inh: 1.6	PfHsp40 yeast: 2.0

COCCn1c(C)cc(C(=O)COC(=O)c2ccccc2Br)c1C
  VHR inh abs: 20.6	CCHF vOTU inh: 9.0	Y pestis TopoI: 22.6	BoNT-A LC inh2: -1.3	BH1578 lux ind: -0.2	Anthrax LF inh2: -3.0	TcdB GH inh: 0.1	3CLpro inhibitor: 3.8	PriA SSB inh: 20.5	PfHsp40 yeast: -1.1

# Carrying on:
structure,VHR inh abs,CCHF vOTU inh,Y pestis TopoI,BoNT-A LC inh2,BH1578 lux ind,Anthrax LF inh2,TcdB GH inh,3CLpro inhibitor,PriA SSB inh,PfHsp40 yeast
CCOC(=O)c1sc(NC(=O)CCN2CCN(C)CC2)c(C(=O)OCC)c1C,43.7,7.8,7.9,-0.7,-1.4,3.1,-0.7,-2.0,6.6,-0.8
CC(=O)Cc1nsc(NC(=O)c2ccc(COc3ccccc3Cl)o2)n1,42.9,-9.0,6.1,2.9,i,-5.4,-0.9,1.9,-6.3,2.4
COC(=O)C1=C(C)N(CC2CC2)C(=NCc2cc(OC)c(OC)c(OC)c2)N[C@H]1c1ccccc1,-2.8,/,-6.3,-0.4,1.3,1.9,1.2,-9.8,-15.8,-0.7
Cc1ccc2[nH]cc(CCNS(=O)(=O)c3ccc(F)cc3)c2c1,24.5,14.7,-4.5,-0.9,i,-8.0,1.6,3.8,1.5,0.6
COCC(=O)Nc1cc(C(=O)NCC(C)C)ccc1Cl,-8.0,2.5,3.0,-1.3,-0.3,1.1,2.1,-9.4,-2.6,-0.5
CCCNC(=O)CCC(=O)Nc1ncc(-c2ccc(C)cc2)n1C,25.2,-5.5,-9.0,?,i,1.7,/,-0.5,0.7,?
COc1cc(OC)cc(C(=O)NCCCCNC(=O)c2cc(OC)cc(OC)c2)c1,/,0.4,10.8,0.4,i,-2.0,1.3,/,-10.8,/
O=C(NCc1ccc(F)cc1)c1cc(C2CCCN(C(=O)c3cccs3)C2)on1 (stereo unspecified),/,-0.5,21.7,-0.3,i,2.1,2.1,/,/,/
CSCCC(NC(=O)c1cc(C)oc1C)C(=O)O (stereo unspecified),-14.7,-0.1,0.0,-0.1,-0.1,-0.6,/,-5.5,-1.7,1.1
COc1cccc(Cn2c(=O)oc3ccccc32)c1,52.6*,-0.3,-0.8,-1.7,i,5.4,-7.3,2.1,-8.5,-0.3
Cc1ccc(CN2C(=O)C(C)Sc3ccc(C#N)cc32)cc1 (stereo unspecified),/,15.9,21.6,-0.3,-0.2,-6.9,-1.3,/,/,/
Cc1cc(Cl)ccc1C(O)c1ncc(-c2ccc(C(F)(F)F)cc2)[nH]1 (stereo unspecified),/,12.6,-21.9,-0.8,-0.2,-8.1,0.4,/,/,/
Cc1ccc(/C=C/C(=O)Nc2nnc(C)s2)o1,-5.3,22.5,-0.5,0.7,i,-4.1,/,1.6,-14.7,0.5
O=C(c1cccc(N2C(=O)C3CC=CCC3C2=O)c1)N1CCCCCC1 (stereo unspecified),12.0,-11.1,10.2,?,i,-10.9,/,2.0,2.3,-0.3
Cn1c(/C(C#N)=C/c2cccc(O)c2)nc2ccccc21,5.1,-5.4,5.3,-0.9,-0.3,-1.3,2.8,3.0,0.0,-0.8
CCc1ccc2oc(C(=O)N3CCN(C)CC3)cc(=O)c2c1,17.0,13.4,2.5,-1.0,-0.5,-0.5,-0.8,-3.1,0.5,-0.6
COc1ccc(OC)c(-c2nnc(NC(=O)C(C)Sc3nncn3C)s2)c1 (stereo unspecified),-1.5,-0.8,10.9,0.5,0.1,-7.2,0.5,0.9,-0.3,1.1
CCc1nnc(NC(=O)c2cc(-c3ccc(C)o3)nc3ccccc23)s1,/,11.9,7.8,0.9,-0.8,-0.9,-0.7,/,6.0,1.5
CCc1cc2ccccc2nc1SCC(=O)NC1CCCC1,42.9,10.1,34.9,-0.4,-0.3,0.1,-0.3,3.5,-7.6,4.8
COc1ccc(NC(=O)COC(=O)COc2cccc3c2OC(C)(C)C3)cc1,/,-4.8,3.7,-10.1,-0.1,-3.9,-0.3,/,-7.8,-0.5
Cc1cc(S(=O)(=O)N2CCCC(N(C)CCc3ccccn3)C2)c(C)s1 (stereo unspecified),3.6,-2.0,8.3,-0.6,-0.4,1.3,0.1,-0.1,/,-1.2
Nc1ccc(S(=O)(=O)NC2(C(F)(F)F)NC(=O)N(c3ccc(F)cc3)C2=O)cc1 (stereo unspecified),-3.8,3.7,-10.1,0.8,-0.2,-4.6,-0.4,-5.8,0.8,-0.2
COC(=O)C1=C(c2ccc(S(C)(=O)=O)cc2)C[C@@H]2CC[C@H]1N2C(=O)NCc1ccc(C(F)(F)F)cc1,/,-1.5,1.7,0.0,2.9,1.7,/,/,1.0,-1.2
O=C(NCCc1c[nH]c2ccccc12)c1ccc2[nH]c(=O)c(=O)[nH]c2c1,18.2,5.0,-1.1,0.8,i,-20.3,0.2,-3.6,3.3,1.3
CC(C)c1c(C(=O)N/N=C/c2c[nH]c3ccccc23)nnn1-c1nonc1N,-11.5,19.1,-23.0,1.0,1.0,-1.4,0.9,7.2,/,0.7
CCOC(=O)CCC1(C(=O)OC)C(=O)CCCCCC=C1C(=O)OC (stereo unspecified),/,0.6,-0.9,-0.3,i,-3.1,0.5,/,/,/
Cn1c(=O)[nH]c(=O)c2c1ncn2CCCc1ccccc1,16.3,2.3,2.7,0.4,-0.4,-0.4,/,1.8,-6.0&-7.4,-0.9
CCOc1cc(C(=S)N2CCCC2)ccc1OCc1ccccc1,45.8,2.6,7.5,/,-0.9,/,-0.1,0.4,6.3,2.3
COc1ccc(C(CNC(=O)c2cccc(NS(=O)(=O)c3ccc(C)c(F)c3)c2)N2CCOCC2)cc1 (stereo unspecified),/,-4.4,7.1,/,-0.4,/,0.2,/,1.7,1.8
O=c1[nH]cc(CCCc2ccccc2)c(=O)[nH]1,/,-1.2,5.0,-0.2,i,1.4,0.1,/,/,/

# As entered above.
# Cc1ccc(/C=C/C(=O)Nc2nnc(C)s2)o1 @ 3CLpro inhibitor: 1.6
# Cc1cc(Cl)ccc1C(O)c1ncc(-c2ccc(C(F)(F)F)cc2)[nH]1 (stereo unspecified) @ TcdB GH inh: 0.4

# Not all compounds are listed. The share of hits here may be higher or lower than overall.
